TRPC4 agonist = activators of mouse TRPC4 channel. HEK293 TRPC4beta/mu-opioid, Fluo4 calcium fluorescence; active compounds read high. B-score at 10 µM. 310,000 tested, 0.49% active;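 active means B-score above 5 SD of library B-scores, and initial fluorescence ratio not above library mean plus 5 SD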;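 further: positive B-score marks a calcium rise read as TRPC4 activation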
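Assay system – TRPC4beta and mu-opioid receptor HEK293 stable cells · Measured by – Fluo4 fluorescence, kinetic · Schedule – dye loading 45 min room temperature, 110 s kinetic read · Read-out – B-scored integrated calcium fluorescence ratio · Controls – buffer and maximal DAMGO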
MrgX1 ag = human MrgX1 receptor agonism, primary screen | 310,000 tested, 0.44% active | AID 588627 | MrgX1-HEK293 cells, Fluo-4 calcium fluorescence, agonist mode; active compounds read high | Q96LB2 | B-score at 10 µM;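 active means calcium response B-score plate-corrected fluorescence ratio at least 3 library SD, with starting fluorescence B-score inside 5 SD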
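System: HEK293 cells stably expressing human MrgX1 receptor; Dosing: test compound in the initial addition of three; Schedule: overnight plating, then 30 min 37 °C plus 30 min room-temperature dye loading; Detection: kinetic calcium dye fluorescence, Fluo-4 NW; Controls: per-plate positive and negative controls for Z′ factor.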
ANO1 block = mouse TMEM16A channel inhibition, primary screen. HEK293 TMEM16A/YFP iodide influx fluorescence, ionomycin. AID 588511. normalized B-score (activity score, 25-100; higher = stronger inhibition) at 10 µM. 310,000 tested, 1.2% active;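 active means ratio plate-corrected score three or more library SD toward inhibition, starting fluorescence score within five deviations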;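 further: score derived from kinetic fluorescence span divided by baseline fluorescence per well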
Target sequence (Q8BHY3 whole entry, looked up): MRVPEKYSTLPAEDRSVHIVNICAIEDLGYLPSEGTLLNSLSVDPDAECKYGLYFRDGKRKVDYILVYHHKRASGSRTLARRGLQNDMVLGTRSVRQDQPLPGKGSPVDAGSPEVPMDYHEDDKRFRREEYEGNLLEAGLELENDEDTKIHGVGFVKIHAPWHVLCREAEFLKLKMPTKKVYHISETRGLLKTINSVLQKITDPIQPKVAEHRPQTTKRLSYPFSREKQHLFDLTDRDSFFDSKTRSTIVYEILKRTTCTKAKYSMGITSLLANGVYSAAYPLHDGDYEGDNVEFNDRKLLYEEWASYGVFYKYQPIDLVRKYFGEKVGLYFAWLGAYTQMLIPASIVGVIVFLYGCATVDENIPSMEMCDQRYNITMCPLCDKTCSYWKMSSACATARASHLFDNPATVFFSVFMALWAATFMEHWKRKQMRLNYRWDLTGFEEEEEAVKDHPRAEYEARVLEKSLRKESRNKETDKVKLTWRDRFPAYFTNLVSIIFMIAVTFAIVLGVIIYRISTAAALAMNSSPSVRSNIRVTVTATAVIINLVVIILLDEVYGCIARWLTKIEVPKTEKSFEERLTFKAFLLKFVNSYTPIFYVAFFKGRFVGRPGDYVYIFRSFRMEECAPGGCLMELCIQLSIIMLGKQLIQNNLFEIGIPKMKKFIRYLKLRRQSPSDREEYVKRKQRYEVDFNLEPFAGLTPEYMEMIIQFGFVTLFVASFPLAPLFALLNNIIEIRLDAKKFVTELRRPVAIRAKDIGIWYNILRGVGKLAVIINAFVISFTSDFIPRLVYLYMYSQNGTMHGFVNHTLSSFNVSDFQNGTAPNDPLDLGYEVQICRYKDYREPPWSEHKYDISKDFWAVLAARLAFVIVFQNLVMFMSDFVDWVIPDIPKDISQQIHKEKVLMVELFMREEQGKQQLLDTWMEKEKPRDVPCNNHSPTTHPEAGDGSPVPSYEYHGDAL
MrgX1 antagonist = blocks BAM8-22 activation of human MrgX1 receptor; Q96LB2; MRGX1-HEK293 calcium flux, Fluo-4, BAM8-22 antagonism; active compounds read low; AID 588676; B-score at 10 µM; 310,000 tested, 1.3% active;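 active means calcium-response B-score plate-corrected more than 3 library SD below zero, starting fluorescence within 5 deviations, no agonist response on first addition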;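 further: peak minus trough fluorescence over baseline after final BAM8-22 challenge near maximal dose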
TRPC6 inh = blocks the mouse TRPC6 cation channel; AID 2553; 310,000 tested, 1.1% active; B-score at 10 µM; HEK293-TRPC6, membrane potential dye, ACh-evoked depolarization; active compounds read low;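 active means B-score under library mean minus 3 SD, initial fluorescence not abnormally high, positive integrated signal ratio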;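 further: B-score derived from integrated fluorescence ratio over the kinetic read; more negative B-score means stronger inhibition of depolarization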
TRPC4 potent = allosteric potentiators of mouse TRPC4 channel | HEK293 TRPC4beta/mu-opioid, DAMGO EC20, Fluo-4 Ca2+ flux; active compounds read high | AID 2227 | Q9QUQ5 | 310,000 tested, 0.42% active | B-score at 10 µM;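 active means B-score of calcium response area above 5 SD of library B-scores, with initial fluorescence ratio within 5 SD of library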;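 further: B-score of integrated fluorescence ratio over time as area under calcium response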
TRPC6 act = activates the mouse TRPC6 cation channel; HEK293-TRPC6 membrane potential dye fluorescence; active compounds read high; B-score at 10 µM; 310,000 tested, 0.13% active;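 active means B-score of the integrated fluorescence ratio above library mean plus 3 SD, and starting fluorescence ratio within library mean plus 5 SD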;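 further: higher score means more depolarization so channel activation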
MrgX1 allo act = human MrgX1 positive allosteric modulation, primary screen | Q96LB2 | MrgX1-HEK293, Fluo-4 calcium flux, FDSS; active compounds read high | B-score at 10 µM | 310,000 tested, 0.63% active | AID 588675;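 active means plate-corrected calcium response at least 3 library SD above typical, normal starting fluorescence, not activating the receptor alone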;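 further: compound read alongside a low EC10 to EC30 dose of BAM8-22 agonist; peak minus trough fluorescence over baseline measured at the second addition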
ANO1 activ = mouse TMEM16A channel activation, primary screen; HEK293 TMEM16A/YFP-H148Q/I152L, iodide quench fluorescence; active compounds read low; B-score at 10 µM; 340,000 tested, 0.3% active; AID 623877;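 active means fluorescence-ratio B-score plate-corrected deviation score at least 3 library SD below zero, with starting fluorescence score within 5 deviations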;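 further: channel opened by trigger with iodide after compound preincubation; score built on the fluorescence ratio of max minus min over baseline; more negative score means more quench and so TMEM16A activation or potentiation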
TRPC4 inh = inhibitors of mouse TRPC4 channel; HEK293 TRPC4beta/mu-opioid, DAMGO-evoked Fluo4 calcium flux; active compounds read low; 300,000 tested, 0.39% active; Q9QUQ5; B-score at 10 µM;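 active means B-score over 3 SD under the library average, no early fluorescence shift, positive overall ratio signal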
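Assay system – HEK293 line stably carrying TRPC4beta and mu-opioid receptor · Doses – single dose · Detection – Fluo4 calcium-dye fluorescence, kinetic read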
RGS4 inh = human RGS4 inhibition | P49798 | HEK293 M3R/RGS4 inducible, Fluo-4 calcium flux; active compounds read high; triggered by carbachol at its EC20 | B-score at 10 µM | 310,000 tested, 0.45% active;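 active means B-score, a plate-corrected calcium signal, over three deviations above library mean, with baseline fluorescence within five deviations of library mean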;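 further: RGS4 expression induced by doxycycline in cells with stable M3 receptor; B-score is computed from the integrated fluorescence ratio over baseline after carbachol; higher B-score means a larger calcium signal and so more RGS4 inhibition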
* marks the source's active call; other numbers are inactive results; i = inactive. This is a random part of the collection; any-hit rate near 5.8%.

SMILES | TRPC4 agonist | MrgX1 ag | ANO1 block | MrgX1 antagonist | TRPC6 inh | TRPC4 potent | TRPC6 act | MrgX1 allo act | ANO1 activ | TRPC4 inh | RGS4 inh
Cc1c(N(C)S(=O)(=O)c2cc(C(=O)N3CCCC3)ccc2Cl)c(=O)n(-c2ccccc2)n1C | i | i | i | i | i | i | i | i | i | i | i
O=C1NC2(CCCCCC2)C(=O)N1Cc1ccc(Cl)cc1Cl | i | i | i | i | i | i | i | i | i | i | i
COc1cc(CNc2nnnn2C)ccc1OCc1c(F)cccc1Cl | i | i | i | i | i | i | i | i | i | i | i
COCCNC(=O)c1cc(-c2ccccn2)nc2ccc(S(=O)(=O)N3CCC(C)CC3)cc12 | i | i | i | i | i | i | i | i | i | i | i
CCC(C)NC(=O)C1c2ccccc2Oc2ccccc21 (stereo not given) | i | i | i | i | i | i | i | i | i | i | i
O=[N+]([O-])c1ccc(Oc2cccc3cccnc23)c([N+](=O)[O-])c1 | i | i | i | i | i | i | i | i | i | i | i
CCOC(=O)C1(Cc2ccccc2)CCN(Cc2cccn2-c2cccnc2)CC1 | 45* | i | i | i | i | i | i | i | i | i | i
COc1ccc(C(=O)Nc2ccc(S(=O)(=O)Nc3cc(C)nc(C)n3)cc2)cc1OC | i | i | i | i | i | i | i | i | -6.7* | i | i
CCN(CC(=O)Nc1c(F)cccc1F)C(=O)Cc1ccc2c(c1)CCC2 | i | i | i | i | i | i | i | i | i | i | i
COC(=O)C1(O)CC(C(C)C)=NN1C(=O)c1ccccc1 (stereo not given) | i | i | i | i | i | i | i | i | i | i | i
O=C(Nc1ccccc1)c1cc(-c2ccccc2Cl)no1 | i | i | i | i | i | i | i | i | i | i | i
COc1ccc2c(c1)C(NC(C)=O)C(=O)N2CCc1ccccc1 (stereo not given) | i | i | i | i | i | i | i | i | i | i | i
C(=N\Nc1ccc2nncn2n1)/c1ccco1 | i | i | i | i | i | i | i | i | i | i | i
Cc1cc(C=C2C(=O)c3ccccc3C2=O)c(C)n1-c1ccc(C(=O)O)cc1 | i | i | i | i | i | i | i | i | i | i | i
O=C(COc1cccnc1[N+](=O)[O-])N1CCN(S(=O)(=O)c2ccc3ccccc3c2)CC1 | i | i | i | i | i | i | i | i | i | i | i
O=C(O)CCCCNCc1ccccc1 | i | i | i | i | i | i | i | i | i | i | i
O=C(CCn1cccn1)N1CCCC(N2CCN(c3cccc(Cl)c3)CC2)C1 (stereo not given) | i | i | i | i | i | i | i | i | i | i | i
Cc1cc(OCC(=O)c2ccc(Br)cc2)ccc1N1C(=O)CCC1=O | i | i | i | i | i | i | i | i | i | i | i
COc1ccc(C(=O)CCN2CCN(c3ccccc3F)CC2)cc1 | i | i | i | i | i | i | i | 20* | i | i | i
CC(=O)NCCNC(=O)[C@H](Cc1ccccc1)NC(=O)c1cccs1 | i | i | i | i | i | i | i | i | i | i | i
Cc1cc2oc(C(=O)Nc3ccc(S(=O)(=O)Nc4ncccn4)cc3)c(C)c2cc1Cl | i | i | i | i | i | i | i | i | i | i | i
Fc1ccc(CSc2ncnc3sc4c(c23)CCCC4)cc1 | i | i | i | i | i | i | i | i | i | i | i
COC(=O)c1c(C)oc2ccc(N(C(=O)c3ccncc3)S(=O)(=O)c3ccccc3)cc12 | i | i | i | i | i | i | i | i | i | i | i
COc1ccc(N(CC(=O)NC2CCCCC2)C(=O)c2ccc(C)s2)c(OC)c1 | i | i | i | i | i | i | i | i | i | i | i
O=C(Nc1ccccc1Cl)C1CC(=O)N(c2ccccc2)C1 (stereo not given) | i | i | i | i | i | i | i | i | i | i | i
O=C(/C=C/c1cccc([N+](=O)[O-])c1)OCC1CCCO1 (stereo not given) | i | i | i | i | i | i | i | i | i | i | i
COc1ccc(/C=C(/NC(=O)c2ccccc2)C(=O)N2CCCCC2)cc1OC | i | i | i | i | i | i | i | i | i | i | i
Cn1c(SCC(=O)NCc2cccs2)nnc1-c1ccncc1 | i | i | i | i | i | i | i | i | i | i | i
CCCCCCC(C)n1cc(C(C)=O)c(=O)n(C)c1=O (stereo not given) | i | i | i | i | i | i | i | i | i | i | i
O=C(COc1ccccc1F)Nc1ccc2c(c1)OCCO2 | i | i | i | i | i | i | i | i | i | i | i
O=S(=O)(NCCc1ccccc1)c1ccc(Cl)nc1 | i | i | i | i | i | i | i | i | i | i | i
COc1ccc(CC(=O)OCC(=O)N2CCCc3ccccc32)cc1OC | i | i | i | i | i | i | i | i | i | i | i
COc1cccc(-n2c(SCc3c(C)noc3C)nnc2-c2cccc(S(=O)(=O)N(C)C)c2)c1 | i | i | i | i | i | i | i | i | i | i | i
CCC(Sc1nc2ccsc2c(=O)n1Cc1ccc(C(=O)O)cc1)C(=O)Nc1ccc(C)c(Cl)c1 (stereo not given) | i | i | i | i | i | i | i | i | i | i | i
Cc1nnc(C)n1/N=C/c1ccccc1 | i | i | i | i | i | i | i | i | i | i | i
CCN(CC)S(=O)(=O)N1CCC(C(=O)NCc2ccc3c(c2)OCO3)CC1 | i | i | i | i | i | i | i | i | i | i | i
CCOc1ccc(-n2c(N)c(C(=O)NCc3ccco3)c3nc4ccccc4nc32)cc1 | i | i | i | i | i | i | i | i | i | i | i
COc1ccc(Cl)cc1S(=O)(=O)N(C)CC(=O)N1CCCC1 | i | i | i | i | i | i | i | i | i | i | i
Cc1ccc(NC(=O)CN2C(=O)N/C(=C/c3ccc(C)o3)C2=O)cc1 | i | i | i | i | i | i | i | i | i | i | i
CCCCN(C(=O)C1CC(=O)N(Cc2ccc(C)cc2)C1)c1c(N)n(CC(C)C)c(=O)[nH]c1=O (stereo not given) | i | i | i | -7.2* | i | i | i | i | i | i | i
COCCNC(=O)C(c1ccncc1)N(C(=O)c1sc(C)nc1C)c1cccc(C)c1 (stereo not given) | i | i | i | i | i | i | i | i | i | i | i
COc1ccc(/C=N/n2c(SC)nnc(C(C)(C)C)c2=O)cc1OC | i | i | i | i | i | i | i | i | i | i | i
CCOC(=O)C1CCN(C(=O)CN(c2ccc(OC)cc2)S(=O)(=O)c2c(C)noc2C)CC1 | i | i | i | i | i | i | i | i | i | i | i
Cc1ccc(S(=O)(=O)N2CCCCC2C(=O)O)s1 (stereo not given) | i | i | i | i | i | i | i | i | i | i | i
CCc1ccc(NC(=S)Nc2ccc(S(=O)(=O)Nc3ncccn3)cc2)cc1 | i | i | i | i | i | i | i | i | i | i | i
CC(=O)c1c(C)[nH]c(C(=O)Nc2ccc(C)cn2)c1C | i | i | i | i | i | i | i | i | i | i | i
COc1ccc(CN(CCC(c2ccccc2)C2CCOC(C)(C)C2)C(C)=O)cc1 (stereo not given) | i | i | i | i | i | i | i | i | i | i | i
COc1ccc(/C=C2/SC(=S)N(CCC(=O)O)C2=O)cc1 | i | 31* | i | i | i | i | i | i | i | i | i
CCC(Oc1ccccc1)C(=O)NCCCN1CCOCC1 (stereo not given) | i | i | i | i | i | i | i | i | i | i | i
CCN(CC)c1cc(C)c2cc(NC(=O)c3ccccc3OC)ccc2n1 | i | i | i | i | i | i | i | i | i | i | i
O=C(CSCc1c(F)cccc1Cl)NCCSCc1ccco1 | i | i | i | i | i | i | i | i | i | i | i
O=C(COC(=O)C1CCN(c2ccc(C(F)(F)F)cn2)CC1)c1ccc(F)cc1 | i | i | i | i | i | i | i | i | i | i | i
COc1ccc(OC)c(-c2c3c([nH]c(=S)c2C#N)CCCC3)c1 | i | i | i | i | i | i | i | i | i | i | i
CCC(C)[C@H](NC(=O)N1CCC(Cc2ccccc2)CC1)C(=O)O (stereo not given in full) | i | i | i | i | i | i | i | i | i | i | i
CCCCOC(=O)CSC1=C(C#N)C(c2ccc3c(c2)OCO3)CC(=O)N1 (stereo not given) | i | i | i | i | i | i | i | i | i | i | i
Cc1ccccc1N1C(=O)c2ccccc2NC1c1ccncc1 (stereo not given) | i | i | i | i | i | i | i | i | i | i | i
O=C(O)c1cccc(-c2ccc(/C=N/NC(=O)c3cccnc3)o2)c1 | i | i | i | i | i | i | i | i | i | i | i
COC(=O)Cc1cccc2c(=O)c3ccccc3oc12 | i | i | i | i | i | i | i | i | i | i | i
COc1ccc(OCCOC(=O)c2ccc(-n3cnnn3)cc2)cc1 | i | i | i | i | i | i | i | i | i | i | i
COC(=O)Cn1nc(-c2ccccc2)c2ccccc21 | i | i | i | i | i | i | i | i | i | i | i

New compounds follow.
SMILES | TRPC4 agonist | MrgX1 ag | ANO1 block | MrgX1 antagonist | TRPC6 inh | TRPC4 potent | TRPC6 act | MrgX1 allo act | ANO1 activ | TRPC4 inh | RGS4 inh
CC(=O)c1ccccc1N(C(=O)Cn1nnc2ccccc21)C(C(=O)NCC1CCCO1)c1ccc(N2CCOCC2)cc1 (stereo not given) | i | i | i | i | i | i | i | i | i | i | i
COc1ccc(OCc2cccc(C(=O)Nc3cc(C)on3)c2)cc1 | i | i | i | i | i | i | i | i | i | i | i
O=C(Cc1ccccc1)NC(C(=O)O)C(O)c1ccc([N+](=O)[O-])cc1 (stereo not given) | i | i | i | i | i | i | i | i | i | i | i
C=CCN(C(=O)CCC(=O)Nc1cc(C)on1)C(C(=O)NC(C)(C)C)c1ccc(OC)cc1 (stereo not given) | i | i | i | i | i | i | i | i | i | i | i
Fc1cc(F)c2nc(N3CCCC3)sc2c1 | i | i | i | i | i | i | i | i | i | i | i
C/C(=N\N1CCN(C)CC1)c1ccc(Cl)c(Cl)c1 | i | i | i | i | i | 15* | i | i | i | i | i
NS(=O)(=O)c1ccc(CCNC(=O)CSc2ccccc2)cc1 | i | i | i | i | i | i | i | i | i | i | i
CCC(=O)N1c2ccc(S(=O)(=O)CCC(=O)NC3CCCC3)cc2CC1C (stereo not given) | i | i | i | i | i | i | i | i | i | i | i

High-throughput results as filed in PubChem.
